# SKKanGAS inh: S. pyogenes SKKanGAS growth inhibitors in kanamycin, primary screen, streptokinase expression inhibitor project, SKKanGAS strain, BacTiter-Glo luminescence; 6 h; inhibition, % at 7.5 µM; 300,000 tested, 1.3% active;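 active means mean replicate score, as percent of positive control median, at least 50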;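 further: strain carries kanamycin resistance gene driven by streptokinase promoter and grows in 40 µg/ml kanamycin; loss of luminescence reflects streptokinase promoter inhibition or plain growth inhibition; 0% = median of DMSO wells and 100% = positive control at its reference dose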
# TRPC4 act: activators of mouse TRPC4 channel, primary screen, Fluo4 calcium, HEK293 TRPC4beta/mu-opioid cells; Short transient receptor potential channel 4 (Mus musculus), Q9QUQ5; Fluo4 calcium fluorescence; stronger effect = higher value; B-score at 10 µM; 310,000 tested, 0.49% active; AID 2237, 2010;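 active means B-score above 5 SD of library B-scores, and initial fluorescence ratio not above library mean plus 5 SD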;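 further: positive B-score marks a calcium rise read as TRPC4 activation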
#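 Test system: HEK293 cells stably co-expressing mouse TRPC4beta and mu-opioid receptor | Schedule: Fluo4 dye loading 45 min at room temperature, 110 s recording | Measured by: Kinetic Fluo4 calcium fluorescence, 5 s baseline at 1 Hz | Evaluation: B score of integrated ratio | Controls: Buffer (low) and maximal DAMGO (high)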
# TRPC6 inhibitor: mouse TRPC6 channel inhibitors, primary screen, cell-based, HEK293, membrane potential dye; Short transient receptor potential channel 6 (Mus musculus), Q61143; AID 2553, 2010; ACh-evoked depolarization; stronger effect = lower value; 310,000 tested, 1.1% active; B-score at 10 µM;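 active means B-score under library mean minus 3 SD, initial fluorescence not abnormally high, positive integrated signal ratio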;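 further: B-score derived from integrated fluorescence ratio over the kinetic read; more negative B-score means stronger inhibition of depolarization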
# Target sequence (Q61143 whole entry, looked up): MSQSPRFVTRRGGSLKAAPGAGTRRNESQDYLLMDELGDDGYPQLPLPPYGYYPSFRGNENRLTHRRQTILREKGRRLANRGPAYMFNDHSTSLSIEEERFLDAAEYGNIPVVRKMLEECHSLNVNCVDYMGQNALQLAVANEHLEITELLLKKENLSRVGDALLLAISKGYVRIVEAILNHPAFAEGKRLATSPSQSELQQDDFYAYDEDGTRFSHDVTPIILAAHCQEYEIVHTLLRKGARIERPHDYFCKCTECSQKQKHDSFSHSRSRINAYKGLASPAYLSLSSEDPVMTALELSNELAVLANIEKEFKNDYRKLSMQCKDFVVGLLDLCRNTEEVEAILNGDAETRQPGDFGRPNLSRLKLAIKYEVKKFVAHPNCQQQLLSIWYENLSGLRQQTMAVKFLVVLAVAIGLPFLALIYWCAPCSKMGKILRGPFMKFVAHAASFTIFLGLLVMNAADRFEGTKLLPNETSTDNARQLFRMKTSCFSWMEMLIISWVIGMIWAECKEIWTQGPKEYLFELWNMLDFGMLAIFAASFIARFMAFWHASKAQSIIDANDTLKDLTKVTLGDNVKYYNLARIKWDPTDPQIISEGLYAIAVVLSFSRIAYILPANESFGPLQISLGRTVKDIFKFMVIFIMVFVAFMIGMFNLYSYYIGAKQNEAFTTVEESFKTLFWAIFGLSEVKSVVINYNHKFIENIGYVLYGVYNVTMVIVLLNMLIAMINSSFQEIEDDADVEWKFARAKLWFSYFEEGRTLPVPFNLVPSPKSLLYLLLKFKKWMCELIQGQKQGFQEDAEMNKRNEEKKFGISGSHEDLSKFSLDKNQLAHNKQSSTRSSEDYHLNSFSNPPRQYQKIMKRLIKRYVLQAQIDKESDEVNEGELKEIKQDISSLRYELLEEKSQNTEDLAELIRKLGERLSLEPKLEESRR
# MrgX1 antag: antagonists of human MrgX1 receptor, primary screen, HEK293 cells, Fluo-4 calcium flux. Mas-related G-protein coupled receptor member X1 (Homo sapiens), Q96LB2. BAM8-22 antagonism; stronger effect = lower value. B-score at 10 µM. 310,000 tested, 1.3% active. AID 588676, 2011;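 active means calcium-response B-score plate-corrected more than 3 library SD below zero, starting fluorescence within 5 deviations, no agonist response on first addition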;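 further: peak minus trough fluorescence over baseline after final BAM8-22 challenge near maximal dose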
# TRPC6 act: mouse TRPC6 channel activators, primary screen, cell-based, HEK293, membrane potential dye; Short transient receptor potential channel 6 (Mus musculus), Q61143; 310,000 tested, 0.13% active; AID 2550, 2010; HEK293-TRPC6 membrane potential dye fluorescence; stronger effect = higher value; B-score at 10 µM;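 active means B-score of the integrated fluorescence ratio above library mean plus 3 SD, and starting fluorescence ratio within library mean plus 5 SD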;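 further: higher score means more depolarization so channel activation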
# TMEM16A inh: TMEM16A chloride channel inhibitors, primary screen, cell-based, HTS; HEK293 TMEM16A/YFP iodide influx fluorescence, ionomycin; Anoctamin-1 (Mus musculus), Q8BHY3; 310,000 tested, 1.2% active; normalized B-score (activity score, 25-100; higher = stronger inhibition) at 10 µM;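 active means ratio plate-corrected score three or more library SD toward inhibition, starting fluorescence score within five deviations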;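 further: score derived from kinetic fluorescence span divided by baseline fluorescence per well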
# TRPC4 block: inhibitors of mouse TRPC4 channel, primary screen, Fluo4 calcium, HEK293 TRPC4beta/mu-opioid cells; Short transient receptor potential channel 4 (Mus musculus), Q9QUQ5; DAMGO-evoked Fluo4 calcium flux; stronger effect = lower value; B-score at 10 µM; 300,000 tested, 0.39% active; AID 2247, 2010;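 active means B-score over 3 SD under the library average, no early fluorescence shift, positive overall ratio signal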
#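 test system = HEK293 cells with stable TRPC4beta plus mu-opioid receptor expression | detection = Fluo4 Ca2+ flux fluorescence | read-out = integrated fluorescence ratio relative to baseline, converted to per-well B score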
# MrgX1 agonist: agonists of human MrgX1 receptor, primary screen, HEK293 cells, Fluo-4 calcium flux; Fluo-4 calcium fluorescence, agonist mode; stronger effect = higher value; Mas-related G-protein coupled receptor member X1 (Homo sapiens), Q96LB2; B-score at 10 µM; 310,000 tested, 0.44% active;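 active means calcium response B-score plate-corrected fluorescence ratio at least 3 library SD, with starting fluorescence B-score inside 5 SD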
#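 Material – MrgX1-expressing HEK293 cells · Input – 15,000 cells seeded per well · Dosing – compound as first of three additions · Times – overnight seeding, then 1 h dark dye loading · Measured by – kinetic Fluo-4 NW fluorescence of intracellular calcium · Read-out – B-scored fluorescence response ratio · Benchmarks – positive and negative control wells on each plate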
# TRPC4 PAM: positive allosteric modulators of TRPC4, primary screen, cell-based, mouse TRPC4beta, HEK293 mu-opioid, Fluo-4 calcium | Short transient receptor potential channel 4 (Mus musculus), Q9QUQ5 | DAMGO EC20, Fluo-4 Ca2+ flux; stronger effect = higher value | B-score at 10 µM | 310,000 tested, 0.42% active | AID 2227, 2009;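 active means B-score of calcium response area above 5 SD of library B-scores, with initial fluorescence ratio within 5 SD of library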;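 further: B-score of integrated fluorescence ratio over time as area under calcium response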
# MrgX1 PAM: positive allosteric modulators of MrgX1, primary screen, HEK293 cells, Fluo-4 calcium flux. FDSS; stronger effect = higher value. AID 588675, 2011. Mas-related G-protein coupled receptor member X1 (Homo sapiens), Q96LB2. B-score at 10 µM. 310,000 tested, 0.63% active;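 active means plate-corrected calcium response at least 3 library SD above typical, normal starting fluorescence, not activating the receptor alone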;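 further: compound read alongside a low EC10 to EC30 dose of BAM8-22 agonist; peak minus trough fluorescence over baseline measured at the second addition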
# ANO1 activ: TMEM16A chloride channel activators or potentiators, primary screen, cell-based, HTS; Anoctamin-1 (Mus musculus), Q8BHY3; HEK293 TMEM16A/YFP-H148Q/I152L, iodide quench fluorescence; stronger effect = lower value; B-score at 10 µM; 340,000 tested, 0.3% active; AID 623877, 2012;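 active means fluorescence-ratio B-score plate-corrected deviation score at least 3 library SD below zero, with starting fluorescence score within 5 deviations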;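 further: channel opened by trigger with iodide after compound preincubation; score built on the fluorescence ratio of max minus min over baseline; more negative score means more quench and so TMEM16A activation or potentiation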
# The depositor's hits bear a star; i = inactive; nt = no result given. The order is random; 6.7% or so of the library scored in one or more.
SMILES,SKKanGAS inh,TRPC4 act,TRPC6 inhibitor,MrgX1 antag,TRPC6 act,TMEM16A inh,TRPC4 block,MrgX1 agonist,TRPC4 PAM,MrgX1 PAM,ANO1 activ
COc1ccccc1CNC(=O)[C@H](Cc1c[nH]c2ccccc12)NC(=O)[C@@H]1Cc2ccccc2CN1,9.7,i,i,i,i,i,i,i,i,i,i
CCOc1ccc(NC(=O)NNC(=O)C2CCC(C(C)(C)C)CC2)cc1 (stereo not given),6.2,i,i,i,i,i,i,i,i,i,i
O=C(c1ccccc1)c1cccn1CC(=O)N1CCN(c2ccc(F)cc2)CC1,0.0,i,i,i,i,i,i,i,i,i,i
NC(=O)c1cc(N2C(=O)C=CC2=O)ccc1Cl,-5.7,i,i,i,i,i,i,i,i,i,i
CCN(C(=O)COC(=O)c1cccnc1Nc1cccc(C(F)(F)F)c1)C1CCS(=O)(=O)C1 (stereo not given),4.9,i,i,i,i,i,i,i,i,i,i
O=C(CN1C(=O)c2cccc([N+](=O)[O-])c2C1=O)N1CCN(c2ccc(F)cc2)CC1,14.5,i,i,i,i,i,i,i,i,i,i
COc1cc(SC)ccc1C(=O)NCCc1c[nH]c2ccccc12,-4.3,i,i,i,i,i,i,i,i,i,i
CCC(=O)N1CCN(c2ccc(NC(=O)COc3cccc(C)c3C)cc2)CC1,8.7,i,i,i,i,i,i,i,i,i,i
O=C(c1cccc(F)c1)N(Cc1nc2ccccc2c(=O)[nH]1)C1CCCC1,-2.4,i,i,i,i,i,i,i,i,i,i
CCn1c2ccccc2c2nc3cc(S(=O)(=O)N4CCOCC4)ccc3nc21,3.6,i,i,nt,i,nt,i,nt,i,nt,i
CCCOc1ccc(/C(O)=C2/C(=O)C(=O)N(CCCOC)C2c2cccnc2)cc1 (stereo not given),-1.3,i,i,i,i,i,i,i,i,i,i
Cc1ccc(F)cc1NC(=O)CCOc1ccccc1,2.6,i,i,i,i,i,i,i,i,i,i
CN(CC(=O)Nc1ccc(Cl)cc1)C(=O)C1=COCCO1,8.4,i,i,i,i,i,i,i,i,i,i
O=C(Nc1ccccc1-c1ccccc1)c1cccc([N+](=O)[O-])c1,-3.6,i,i,i,i,i,i,i,i,i,i
Cc1ccc(C2NC(=O)c3ccccc3N2)s1 (stereo not given),-1.4,i,i,i,i,i,i,i,i,i,i
O=C(CN=C1NS(=O)(=O)c2ccccc21)OCC(=O)c1ccccc1,-13.1,i,i,i,i,i,i,i,i,i,i
CN1CCN(C(CNS(=O)(=O)c2ccc(F)cc2)c2cccnc2)CC1 (stereo not given),-9.5,i,i,i,i,i,i,i,i,i,i
COC(=O)CN(c1nc(C)c(Cl)c(OC)n1)S(=O)(=O)c1ccc(C)cc1,38.1,i,i,i,i,i,i,i,i,i,i
O=C(O)c1ccc(NC2=C(Cl)C(=O)c3ccccc3C2=O)cc1,43.0,i,i,-18*,i,100*,-5*,i,i,i,i
Cc1cc[n+](-c2nc([O-])sc2/C=N/Nc2ccc([N+](=O)[O-])cc2)cc1,-3.5,i,i,i,i,i,i,i,i,i,i
COc1ccc(CN(C)c2ncnc3sccc23)c(OC)c1OC,-3.6,i,i,i,i,i,i,i,i,i,i
CN1C(=O)Cc2cc(S(=O)(=O)N3CCN(c4cccc(C(F)(F)F)c4)CC3)ccc21,-2.2,i,i,i,i,i,i,i,i,i,i
O=S(=O)(Nc1cccc(Oc2ccc(Cl)cc2)n1)c1ccc(F)cc1,9.7,i,i,i,i,i,i,i,i,i,i
Cc1cccc(NC(=O)CSc2nnc(CNC(=O)c3ccco3)n2C)c1,-4.5,i,i,i,i,i,i,i,i,i,i
O=C1NCCN1Cc1ccccc1,3.8,i,i,i,i,i,i,i,i,i,i
FC(F)(F)c1ccccc1/C=N/n1c(C2CCCCC2)n[nH]c1=S,56.0*,i,i,i,i,i,i,i,i,i,i
CS(=O)(=O)N(CC(O)Cn1c2ccccc2c2ccccc21)c1cccc2ccccc12 (stereo not given),23.8,i,i,i,i,i,i,i,i,i,i
Oc1cccc(CCC2CCCCN2Cc2cn[nH]c2-c2ccc3c(c2)OCO3)c1 (stereo not given),-0.6,43*,i,i,i,i,i,i,i,i,i
Cc1nn(-c2ccc(Cl)cc2)c2[nH]c(=O)c(CNCc3ccc4c(c3)OCO4)cc12,-9.8,i,i,i,i,i,i,i,i,i,i
Cc1ccc(C(C(=O)NC(C)(C)C)N(Cc2ccccc2)C(=O)c2snc(C(N)=O)c2N)o1 (stereo not given),0.0,i,i,i,i,i,i,i,i,i,i
CCOc1ccc(CCNC(=O)COC(=O)c2cccc(OC)c2O)cc1OCC,-7.1,i,i,i,i,i,i,i,i,i,i
COc1ccc(-c2ccc(CCC(=O)O)n2NC(=O)c2cccs2)cc1,5.9,i,i,i,i,i,i,i,i,i,i
CC(=O)Nc1ccc(NS(=O)(=O)c2cc([N+](=O)[O-])ccc2C)cc1,9.5,i,i,i,i,i,i,i,i,i,i
C/C(=N/NS(=O)(=O)c1ccccc1)c1c[nH]c2ccccc12,8.7,i,i,i,i,i,i,i,i,i,i
CCN(CC)S(=O)(=O)c1ccc(OC)c(NC(=O)c2ccc(=O)[nH]c2)c1,-4.3,i,i,i,i,i,i,i,i,i,i
CC(=O)N(c1nc(CCl)cs1)c1ccc(C)cc1C,-8.9,i,i,i,i,i,i,i,i,i,i
CC(C)(C)c1cc(/C=C2\NC(=O)NC2=O)cc(C(C)(C)C)c1O,4.1,i,i,i,i,i,i,i,i,i,i
O=C(O)c1ccc(CSc2nnc(-c3ccco3)n2-c2ccccc2)cc1,3.8,i,i,i,i,i,i,i,i,i,i
O=C(CNC(=O)c1ccccc1)OCCCOC(=O)CNC(=O)c1ccccc1,-0.5,i,i,i,i,i,i,i,i,i,i
Clc1ccc2nc(-c3cccc(SC4CCCCC4)c3)c(NCc3ccccc3)n2c1,16.3,i,i,i,i,i,i,i,i,i,i
COc1ccc(/C(C)=N/OCC(=O)Nc2nc3ccccc3s2)cc1,6.7,i,i,i,i,i,i,i,i,i,i
CC(C)Cn1c(N)c(C(=O)COC(=O)[C@H](C)NC(=O)c2ccccc2Cl)c(=O)n(C)c1=O,-13.9,i,i,i,i,i,i,i,i,i,i
COc1ccc(CN=C2NC(=O)CC(C(=O)Nc3ccc(Cl)cc3)S2)cc1 (stereo not given),1.4,i,i,i,i,i,i,i,i,i,i
CCOc1ccc(CN2CCNC(=O)C2CC(=O)NCCc2nc(C)c3c(n2)CCC3)cc1 (stereo not given),-2.5,i,i,nt,i,nt,i,nt,i,nt,i
CC(=O)N1CCN(c2ccc(OC[C@H]3CO[C@](Cn4ccnc4)(c4ccc(Cl)cc4Cl)O3)cc2)CC1,7.1,52*,i,i,i,i,i,i,i,i,i
Cc1cccc(N=C2NC(=O)/C(=C/c3cccs3)S2)c1,11.3,i,i,i,i,i,i,i,i,i,i
CCOc1ccc(NC(=O)CN(C)C(=O)c2ccc(-c3ccc(C(C)=O)cc3)o2)cc1OCC,-4.1,i,i,i,i,i,i,i,i,i,i
COc1cc2c(cc1OC)CN(C(C)C(=O)Nc1ccc(NC(C)=O)cc1)CC2 (stereo not given),-6.7,i,i,i,i,i,i,i,i,i,i
NC(=O)CC(NC(=O)Cc1ccc(Cl)cc1)c1ccc(NCCOc2ccccc2)c([N+](=O)[O-])c1 (stereo not given),0.8,i,i,i,i,i,i,i,i,i,i
Cc1oc2cc(OC(=O)c3ccco3)ccc2c(=O)c1-c1nc2ccccc2n1C,-4.1,i,i,i,i,i,i,i,i,i,i
COc1ccccc1OCC(=O)N/N=C/C=C/c1ccc([N+](=O)[O-])o1,-18.5,i,i,i,i,i,i,i,i,i,i
CC(Oc1ccc(S(=O)(=O)N2CCCC2)cc1[N+](=O)[O-])C(=O)N(C)c1ccccc1 (stereo not given),-3.3,i,i,i,i,i,i,i,i,i,i
C=CCn1c(SCc2nc3scc(-c4ccccc4)c3c(=O)[nH]2)nnc1-c1ccccc1F,9.6,i,i,i,i,i,i,i,i,i,i
COc1cccc(CNCCO)c1OCc1ccccc1Cl,-0.7,i,i,i,i,i,i,i,i,i,i
COc1ccc(CNC(=O)N2CCN(c3ccc(F)cc3)CC2)cc1,2.8,i,i,i,i,i,i,i,i,i,i
COc1cc(SC)ccc1C(=O)OCC(=O)NCCC1=CCCCC1,-5.2,i,i,i,i,i,i,i,i,i,i
Cc1cc(=O)n2nc(N3CCC(C(=O)NCc4ccc(Cl)cc4)CC3)sc2n1,-6.8,i,i,i,i,i,i,i,i,i,i
O=C(Nc1cccnc1)c1ccc(COc2ccccc2Br)o1,-7.3,i,i,i,i,i,i,i,i,i,i
O=[N+]([O-])c1cc(C(F)(F)F)ccc1NN=C1CCCC1,7.6,i,i,i,i,i,i,i,i,i,i
Cc1c(C(=O)Oc2cccc3cccnc23)oc2ccccc12,2.7,i,i,i,i,i,i,i,i,i,i
CCOc1ccccc1NC(=O)c1cccc(NC(=O)CC(c2ccccc2)c2ccccc2)c1,1.8,i,i,i,i,i,i,i,i,i,i
CCOC(=O)c1c(-c2ccc(C)cc2C)csc1NC(=O)CSc1nnnn1C,21.5,i,i,i,i,i,i,i,i,i,i
CC(C)N1C(=S)SC(C)(C)C1NO (stereo not given),0.3,i,i,i,i,i,i,i,i,i,i

# Bioassay records from PubChem BioAssay.
